# Assay outcomes from PubChem.
# SR-BI HDL uptake: inhibitors of SR-BI mediated HDL lipid uptake, primary screen, ldlA[mSR-BI] cells, fluorescence, single point. 0.96% of 320,000 active. ldlA[mSR-BI] CHO cells, DiI-HDL uptake fluorescence, 3 h. inhibition, % at 12.5 µM. AID 488896, 2010;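 active = mean replicate inhibition of at least 70% and a set share of replicates each scoring 70 or more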;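 note: 0% = median of neutral control wells and 100% = median of positive control wells; values of inactives mirror those of a sister screen read the other way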
# MITF TRPM1 HTS: activators of MITF-driven TRPM1 promoter reporter, primary screen, cell-based, SK-MEL-5, luciferase, single point; activation, % at 12.5 µM; 0.75% of 300,000 active; SK-MEL-5 TRPM1-promoter luciferase, 24 h; % of positive control, neutral wells = 0;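 active = mean activation of at least 80% with every replicate also reaching 80%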;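 note: 0% = neutral control wells and 100% = parthenolide positive control wells; values of inactives mirror those of a sister screen read the other way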
# PKA-R1A activ: activators of PKA-R1A holoenzyme, primary screen, biochemical, fluorescence polarization, Cy5-IP20, bovine R1A, mouse PKAc | cAMP-dependent protein kinase type I-alpha regulatory subunit (Bos taurus) + … | PKA-R1A dissociation; scaled: DMSO 0%, 113 µM cGMP 100% | activation, % at 11.4 µM | 0.083% of 340,000 active | AID 504707, 2011;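 active = percent activation above the mean of all tested compounds plus 3 SD, cut at about 19% in these data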;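 note: higher means more PKAc released from R1A so a rise in polarization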
# PKA-R2B act: activators of PKA-R2B holoenzyme, primary screen, biochemical, fluorescence polarization, Cy5-IP20, human | cAMP-dependent protein kinase catalytic subunit beta (Homo sapiens) + cAMP-dependent … | PKA-R2B holoenzyme dissociation; R2B truncated from residue 108, S112A mutant; 0% DMSO only, 100% 113 µM cGMP | activation, % at 11.4 µM | 0.079% of 340,000 active | AID 504700, 2011;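 active = activation above a cutoff set at the mean over all compounds plus 3 SD, cut at about 18% in these data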;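 note: higher means more holoenzyme dissociation and a rise in polarization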
# Target sequence (P31323 whole entry, looked up, other chains not shown, the tested form may be a part): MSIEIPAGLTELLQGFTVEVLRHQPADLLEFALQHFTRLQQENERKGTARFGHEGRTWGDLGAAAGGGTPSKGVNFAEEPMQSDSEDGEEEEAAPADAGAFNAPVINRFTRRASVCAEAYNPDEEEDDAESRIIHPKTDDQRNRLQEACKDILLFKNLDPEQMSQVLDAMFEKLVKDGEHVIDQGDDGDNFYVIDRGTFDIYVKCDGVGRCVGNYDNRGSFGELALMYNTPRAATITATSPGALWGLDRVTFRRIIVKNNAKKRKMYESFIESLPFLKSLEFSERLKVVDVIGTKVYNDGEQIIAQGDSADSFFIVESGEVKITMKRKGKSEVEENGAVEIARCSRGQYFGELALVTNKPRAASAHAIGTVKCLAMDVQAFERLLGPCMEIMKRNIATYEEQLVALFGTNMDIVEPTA
# DSG3 Ab inh: inhibitors of pemphigus antibody binding to DSG3, primary screen, biochemical, bead-based, flow cytometry, scFv-GFP | Desmoglein-3 (Homo sapiens), P32926 | DSG3-coupled beads, scFv-anti-DSG3-GFP binding; hits give low values | binding (percent of control), % at 10 µM | 0.48% of 310,000 active | AID 588358, 2011;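 active = binding more than 3 SD below its plate's average and above zero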;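 note: hits lower antibody fragment binding to DSG3; some compounds called inactive have numbers as strong as hits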
# Arrestin-AP2 inh: inhibitors of beta-arrestin/AP2 binding, primary screen, biochemical, GPCR trafficking, flow cytometry; beta-arrestin 1 C-terminal peptide binding to AP2 beta2-adaptin appendage (human); FITC-arrestin peptide / GST-AP2 beads; AP2 beta2 appendage carries R879A mutation; inhibition, % at 10 µM; 0.31% of 340,000 active; AID 504490, 2011;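 active = inhibition above a set limit, near 3 SD of compounds lacking own fluorescence, cut at about 54% in these data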;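 note: plate controls were DMSO wells for no effect and 5 µM unlabelled arrestin peptide for full effect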
#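 Test system: GST-tagged AP2 beta2-adaptin appendage (R879A) on 4 µm glutathione beads; also added: fluorescein-tagged arrestin peptide at 50 nM final; timing: 12 min plus 1 h, RT; signal: flow cytometry, FL1 (488/535 nm); read-out: percent drop in bead-associated FITC signal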
# CDK5 inh: inhibitors of human CDK5/p35 kinase, primary screen, biochemical, single concentration. Recombinant CDK5/p35, ADP-Glo luminescence, 60 min. 0.01% of 330,000 active. Cyclin-dependent kinase 5 (Homo sapiens) + Cyclin-dependent kinase 5 activator 1 (Homo …. inhibition, % at 10 µM. AID 488839, 2010;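 active = highest replicate inhibition of at least 50% and at least 75% of replicates reaching 50%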;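 note: plate controls were DMSO neutral control for no effect and GW8510 at 10 µM for full effect; many of its hits are not listed in these tables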
# NSD2 inh: NSD2 histone methyltransferase inhibitors, primary screen, biochemical, AlphaScreen, single concentration, set 2 | 0.54% of 310,000 active | AID 743445, 2014 | inhibition, % at 12.5 µM | NSD2 peptide methylation, 120 min | Histone-lysine N-methyltransferase NSD2 (Homo sapiens), O96028; in the data active = inhibition above about 50%
# SUMO Mot1 rescue: yeast Mot1-301 growth rescue at high temperature, primary screen, SUMOylation pathway inhibitor project, S. cerevisiae, ATP luminescence, 38.5C; growth rescue, % at 18.8 µM; 1% of 320,000 active; AID 2716, 2010; S. cerevisiae Mot1-301 growth rescue; percent above DMSO median, 100 means doubled;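 active = every valid replicate shows activation above 250% relative to neutral control wells; inactive = the rest, any valid replicate at or below 250%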;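 note: OY570 slx delta 5 strain wells were the positive control but not used for scaling; some compounds called inactive have numbers as strong as hits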
# dFosB act: activators of delta FosB homodimer, primary screen, biochemical, fluorescence polarization, TAMRA-CDK5 oligo, single point; Protein FosB (Mus musculus), P13346; purified delta FosB; percent of positive-control signal above neutral wells; activation, % at 25 µM; 0.99% of 340,000 active;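 active = mean activation above about 17%, with every replicate also reaching it, limit read from the data, passing the limit was not always enough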;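 note: fluorescence polarization rise as delta FosB binds a TAMRA Cdk5 AP-1 oligo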
# Target sequence (P13346 whole entry, looked up): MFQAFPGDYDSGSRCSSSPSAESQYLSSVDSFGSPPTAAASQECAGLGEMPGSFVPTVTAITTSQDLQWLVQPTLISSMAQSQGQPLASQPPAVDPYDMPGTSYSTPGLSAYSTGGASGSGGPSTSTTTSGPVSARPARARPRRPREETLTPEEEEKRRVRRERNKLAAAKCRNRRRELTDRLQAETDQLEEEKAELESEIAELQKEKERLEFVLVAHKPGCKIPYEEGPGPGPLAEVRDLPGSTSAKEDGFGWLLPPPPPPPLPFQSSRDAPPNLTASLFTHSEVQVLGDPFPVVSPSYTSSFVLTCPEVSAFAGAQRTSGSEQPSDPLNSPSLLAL
# SR-BI DiI-HDL act: activators of SR-BI mediated DiI-HDL uptake, primary screen, ldlA[mSR-BI] CHO cells, DiI fluorescence; 3 h; 100 = double the neutral-control signal; AID 504775, 2011; 0.096% of 320,000 active; activation, % at 12.5 µM;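 active = mean replicate activation of at least 60% and every replicate at or above 60%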;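 note: 0% = median plate neutral-control signal and 100% = twice that signal; values of inactives mirror those of a sister screen read the other way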
#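 Test system: SR-BI-overexpressing, LDLR-lacking CHO cells; Medium: Ham's F12 with 0.5% BSA, HEPES 25 mM, pH 7.4; Schedule: 3 h, 37 °C; Technique: bottom-read fluorescence, 550/595 nm.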
# * marks the source's active call; other numbers are inactive results; / = not tested or not shown.
SMILES,SR-BI HDL uptake,MITF TRPM1 HTS,PKA-R1A activ,PKA-R2B act,DSG3 Ab inh,Arrestin-AP2 inh,CDK5 inh,NSD2 inh,SUMO Mot1 rescue,dFosB act,SR-BI DiI-HDL act
Cc1c(C)c2ccc(OCC(=O)Nc3ccc(CN4CCOCC4)cc3)cc2oc1=O,33,3,-4,-4,109,4,-0.6,-3,-6,-5,-33
O=c1c2ccccc2ncn1Cc1ccco1,10,-6,4,1,94,27,-0.1,-1,-3,4,-10
COc1ccc(-c2sc3cc(OC)ccc3c2-c2ccc(OCCN3CCOCC3)cc2)cc1,10,6,-3,-1,102,2,-1.7,/,/,-13,-10
COc1ccc(NC(C)=O)cc1S(=O)(=O)NC(C)c1ccc(-n2ccnc2)cc1 (configuration not stated),-5,7,-4,6,/,4,-0.8,-2,0,4,5
Cc1sc(N)nc1-c1c(C)n(C)c2ccccc12,8,-7,-1,-8,114,-17,0.4,3,17,-2,-8
O=C(CN1CCCC1)N1c2ccccc2Sc2ccccc21,-16,5,2,-1,105,8,-1.9,1,-13,-2,16
CCOc1ccc(N=C(C)c2ccccc2O)cc1,-4,10,-4,-6,134,1,-8.6,-2,380,2,4
CSc1nc(-c2ccccc2)nn1C(=O)c1ccc(C)cc1,-13,3,3,3,114,-9,-1.2,-6,13,-2,13
CC(NC(=O)COC(=O)C1CC2CCCC(C1)C2=O)c1ccccc1 (configuration not stated),-10,6,4,2,/,2,1.6,0,-19,3,10
O=C1C2CCCN2C(c2cccs2)N1c1ccc(F)cc1 (configuration not stated),-13,-3,-13,4,107,11,-0.5,-2,-9,5,13
CCOC(=O)CCC(=O)NCc1ccc2[nH]c(C)cc2c1,-4,-9,-4,-5,96,28,-0.2,8,-5,-1,4
O=S(=O)(Nc1nnc(-c2ccccc2)s1)c1ccc(Cl)cc1,-15,-14,-4,0,107,1,-2.7,/,30,-2,15
CCOc1ccc(-n2c(Cc3cc(=O)[nH]c(=O)[nH]3)nnc2SC(C)C)cc1,/,/,-6,3,/,-3,-0.1,-1,9,-3,/
COc1ccc(Cn2c(CCC(=O)Nc3ccccc3)nc3cccnc32)cc1,26,/,-1,0,100,-2,-0.3,-13,-7,6,-26
CC(=O)c1sc(NC(=O)C2CC(=O)N(Cc3ccccc3)C2)nc1-c1ccccc1 (configuration not stated),-14,7,-10,-9,97,30,-1.2,2,7,8,14
COc1ccc(C(=O)Nn2c(C)nc3ccccc3c2=O)cc1Br,1,-3,-8,1,72*,30,0.7,-4,-6,-6,-1
CCn1cc(C(=O)O)c(=O)c2cc(F)c(N3CCN(C(=S)NC(=O)c4cc(OC)cc(OC)c4)CC3)cc21,47,4,-2,1,97,8,-1.5,0,-11,-1,-47
O=C(CN(Cc1ccccc1F)C(=O)c1csnn1)NCc1ccc2c(c1)OCO2,-4,2,0,-8,99,-3,4.1,1,-28,-3,4
COc1ccc(CCN(Cc2cc3ccc(C)cc3[nH]c2=O)C(C)=O)cc1OC,/,13,-12,0,97,-10,-0.1,0,2,-7,/
CN(CCCN1CCCCC1)C(=O)CCc1nnc(C2CCCCC2)o1,-18,12,4,2,106,6,1.4,0,-1,7,18
Cc1cc(Cl)c2oc(C(=O)N(C)C(C)c3ccccn3)c(C)c2c1 (configuration not stated),-2,48,6,-3,103,34,-0.5,-4,-8,-14,2
COc1ccc(C(C)NC(=O)Cc2ccc(Br)cc2)cc1 (configuration not stated),21,20,-9,-2,/,5,-1.2,-2,-2,3,-21
CC(=O)Nc1ccc(NC(=S)Nc2ccccc2)cc1,-13,9,-5,-2,100,24,-0.5,-1,-3,0,13
O=C1/C(=C\c2cccnc2)Sc2ccccc21,-14,4,10,-2,104,-6,3.0,2,144,2,14
CC(C)c1ccc(NC(=O)CCNS(=O)(=O)c2cccc3nonc23)cc1,2,/,0,-8,111,-5,0.5,/,-5,-8,-2
# The list goes on.
SMILES,SR-BI HDL uptake,MITF TRPM1 HTS,PKA-R1A activ,PKA-R2B act,DSG3 Ab inh,Arrestin-AP2 inh,CDK5 inh,NSD2 inh,SUMO Mot1 rescue,dFosB act,SR-BI DiI-HDL act
Cc1ccc(OCC(=O)NC(=S)Nc2ccc(Br)cn2)cc1,2,12,-12,-2,107,4,1.5,-1,31,5,-2
COc1cc(/C=C2/C(=O)N(C)C(=S)N2C)ccc1OCc1cccc(F)c1,35,/,-1,1,124,4,-0.1,0,1,-6,-35
Cc1nnc(SCC(=O)NCc2ccc3c(c2)OCO3)s1,-12,8,3,-1,99,31,0.9,-5,16,4,12
Cn1c2ccccc2c2nnc(SCC(=O)Nc3ccccc3F)nc21,8,19,-4,-5,100,-4,-1.0,-3,109,-26,-8
Cc1cccc(C(=O)Nc2ccc(NC(=O)CN3CCOCC3)cc2)c1,-9,-10,-2,-4,108,-2,0.3,-1,19,-7,9
Cc1c(Cc2ccccc2)c(=O)oc2c(C)c(OCc3nn[nH]n3)ccc12,-4,-3,-11,-12,102,-6,1.5,1,57,6,4
O=C(CSc1n[nH]c(-c2ccccc2Br)n1)NC(=O)NCc1ccco1,-8,-9,-2,0,102,20,0.0,-3,1,2,8
CC(CN(C)Cc1ccccc1)OC(=O)C1COc2ccccc2O1 (configuration not stated),-10,-2,4,2,105,-5,0.6,/,-9,-2,10
CC(Nc1nc(-c2ccc(F)cc2)cs1)c1nc2cc(C(F)(F)F)ccc2n1CCCO (configuration not stated),5,-8,-14,-1,101,-9,1.7,/,96,-7,-5
COc1cc(C(=O)Nc2cnc(NC(=O)C(C)C)cc2C)cc(OC)c1OC,-2,2,-2,-1,95,3,1.1,1,-9,-4,2
COc1ccc(CCC(=O)Nc2nc3ccccc3[nH]2)cc1,-10,40,-2,-11,111,-1,1.9,1,4,2,10
CC(C)[C@H](N)C(=O)N1CCC(C(=O)N[C@@H](Cc2ccccc2)C(=O)NCc2ccc(F)cc2)CC1,-16,15,2,-1,97,22,/,-1,-6,-2,16
CCCCOc1ccc(C2C(=O)N(C3CCCCC3)CC(=O)N2CC2CCCO2)cc1 (configuration not stated),-16,-2,2,-9,98,-4,-2.5,2,17,-7,16
CS(=O)(=O)c1ccccc1-c1nnc(NC(=O)c2ccc3ncsc3c2)o1,2,1,-9,5,109,1,-3.5,-2,10,-4,-2
Cc1noc2ncnc(N3CCCCC3)c12,-24,-19,-9,0,99,10,-1.4,1,/,-3,24
Cc1nc2ccc(NC3=NCCCCC3)cc2s1,-24,1,-4,-2,/,22,-0.1,/,-1,1,24
O=C(CCn1c(=O)oc2ccccc21)Nc1ccc2c(c1)OCCO2,0,41,1,-3,96,-9,0.8,/,2,2,0
O=C(c1cccs1)n1nc(-c2cccnc2)nc1NCc1ccco1,19,9,-1,-12,98,28,-2.0,-1,/,-34,-19
CC1(C)Oc2ccc(C(=O)N3CCc4ccccc43)cc2N(CC(=O)N2CCCC2)C1=O,-22,-6,2,-13,111,-2,-2.3,/,2,-3,22
CCN(CC)S(=O)(=O)c1cccc(-c2nnc(SC(C)C#N)n2Cc2ccccc2)c1 (configuration not stated),-4,-3,-21,-16,95,3,-2.5,0,-3,-12,4
CN(CC(=O)O)S(=O)(=O)c1ccc(F)cc1,-15,-1,-11,-5,100,0,-0.1,-1,-8,-11,15
Cc1ccc(C2C(=O)N(C3CCC(C)CC3)CC(=O)N2C2CC2)cc1 (configuration not stated),-11,1,12,-5,105,-10,-2.2,-1,-16,2,11
Cc1c(NC(=S)NC(NC(=O)CC(C)C)C(Cl)(Cl)Cl)c(=O)n(-c2ccccc2)n1C (configuration not stated),/,-10,2,-8,104,10,-0.6,-2,5,-2,/
O=C(CSc1nnnn1-c1ccc2c(c1)OCCO2)N1CCN(C(=O)c2ccco2)CC1,0,4,-4,1,100,9,-0.3,0,5,1,0
O=C(/C=C/c1ccc([N+](=O)[O-])cc1)NCCc1ccccc1,21,13,-5,1,106,-4,0.4,-1,81,-5,-21
# Next entries.
SMILES,SR-BI HDL uptake,MITF TRPM1 HTS,PKA-R1A activ,PKA-R2B act,DSG3 Ab inh,Arrestin-AP2 inh,CDK5 inh,NSD2 inh,SUMO Mot1 rescue,dFosB act,SR-BI DiI-HDL act
Cn1c2[n+](c3ccc(Cl)cc3c1=O)Cc1ccccc1-2,-3,-13,0,-10,104,-10,0.6,0,-18,-6,36
CC(C)CN(C(=O)CN1CCN(c2cccc(Cl)c2)CC1)c1c(N)n(CC(C)C)c(=O)[nH]c1=O,6,2,-11,-4,102,9,0.8,1,6,-6,-6
COC(=O)C1CCN(C(=O)COC(=O)CC(NC(C)=O)c2ccccc2)CC1 (configuration not stated),14,/,8,2,77,17,1.8,0,-20,2,-14
Cc1ccc(N(Cc2cc3ccccc3[nH]c2=O)S(C)(=O)=O)cc1,-15,-15,-7,-6,102,3,-0.8,0,6,3,15
O=C(COc1ccccc1)Nc1nnc(-c2ccccc2)o1,-22,/,-2,7,102,26,-1.0,/,-5,0,22
Cc1ccc(S(=O)(=O)c2nnn3c2nc(N2CCOCC2)c2ccccc23)cc1C,-12,-7,-8,2,100,32,0.0,6,-18,1,12
CCOC(=O)C1CCN(S(=O)(=O)c2ccc(Cl)cc2)CC1,2,-5,-14,-6,90,19,0.9,28,-1,2,-2
COc1ccc(C(=O)NNC(=O)c2ccc(F)c(S(=O)(=O)N3CCOCC3)c2)cc1,26,-3,-6,-1,100,-13,-4.3,-2,0,-3,-26
CCOC(=O)CSc1ccccn1,3,-1,-18,-12,105,-3,0.1,-2,-31,5,-3

# A few values from the list:
# PKA-R1A activ with `CCOC(=O)C1CCN(S(=O)(=O)c2ccc(Cl)cc2)CC1` : -14
# SR-BI DiI-HDL act with `COC(=O)C1CCN(C(=O)COC(=O)CC(NC(C)=O)c2ccccc2)CC1` (configuration not stated) : -14
